PriA SSB inh: inhibitors of Klebsiella pneumoniae PriA binding to SSB C-terminal tail; AlphaScreen SSBct-PriA binding, biotinylated peptide; inhibition, % at 33 µM; 0.6% of 430,000 active; in the data active = inhibition mostly above about 37%, no sharp cut-off; inactive = mostly below about 20%;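 note: plate controls were negative control peptide for no effect and reference peptide for full effect; strong numbers were not always called active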
DUSP3 inh: inhibitors of human VHR1 phosphatase (DUSP3) | AID 1654 | 0.52% of 290,000 active | inhibition, % at 13.3 µM | recombinant VHR phosphatase, pNPP absorbance | P51452; in the data active = inhibition above about 50%; note: some compounds called inactive have numbers as strong as hits
Target sequence (P51452 whole entry, looked up): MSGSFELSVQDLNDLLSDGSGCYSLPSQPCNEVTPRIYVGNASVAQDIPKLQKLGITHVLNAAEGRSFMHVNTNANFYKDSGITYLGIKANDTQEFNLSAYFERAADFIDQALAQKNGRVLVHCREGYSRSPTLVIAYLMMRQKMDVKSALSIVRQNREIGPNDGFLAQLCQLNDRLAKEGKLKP
TcdB inh: blocks C. difficile toxin B glycohydrolase activity; TcdB glycohydrolase enzymatic assay, plate reader; P18177; inhibition, % at 9.99 µM; AID 652162; 0.24% of 350,000 active; in the data active = inhibition above about 10%
Yp Topo-I inh: Y. pestis Topo-I inhibition via cleavage products. Y. pestis Topo-I cleavage product accumulation, plate reader. activity, % at 10 µM. 0.064% of 360,000 active. AID 504884; in the data active = activity above about 50%, passing the limit was not always enough; inconclusive = no clear call, values can overlap the other calls; note: inactives centre near 2
Vc quorum ag: inducers of Vibrio cholerae quorum light production without autoinducers; V. cholerae BH1578 lux reporter, luminescence, 6 h; activation, % at 18.7 µM; 0.16% of 350,000 active; AID 588436; in the data active = activation mostly above about 9.7%, no sharp cut-off; inconclusive = no clear call, values can overlap the other calls; inactive = mostly below about 3.7%; note: not every result past the cut was called active; inactives centre near 0; reference of the scale not given here
Anthrax LF prot: anthrax lethal factor protease inhibition | multiplex microsphere protease cleavage assay, LF | inhibition, % at 10 µM | 0.12% of 360,000 active; note: plate controls were buffer without enzyme for full effect and enzyme alone for no effect
Target sequence (P15917 whole entry, looked up): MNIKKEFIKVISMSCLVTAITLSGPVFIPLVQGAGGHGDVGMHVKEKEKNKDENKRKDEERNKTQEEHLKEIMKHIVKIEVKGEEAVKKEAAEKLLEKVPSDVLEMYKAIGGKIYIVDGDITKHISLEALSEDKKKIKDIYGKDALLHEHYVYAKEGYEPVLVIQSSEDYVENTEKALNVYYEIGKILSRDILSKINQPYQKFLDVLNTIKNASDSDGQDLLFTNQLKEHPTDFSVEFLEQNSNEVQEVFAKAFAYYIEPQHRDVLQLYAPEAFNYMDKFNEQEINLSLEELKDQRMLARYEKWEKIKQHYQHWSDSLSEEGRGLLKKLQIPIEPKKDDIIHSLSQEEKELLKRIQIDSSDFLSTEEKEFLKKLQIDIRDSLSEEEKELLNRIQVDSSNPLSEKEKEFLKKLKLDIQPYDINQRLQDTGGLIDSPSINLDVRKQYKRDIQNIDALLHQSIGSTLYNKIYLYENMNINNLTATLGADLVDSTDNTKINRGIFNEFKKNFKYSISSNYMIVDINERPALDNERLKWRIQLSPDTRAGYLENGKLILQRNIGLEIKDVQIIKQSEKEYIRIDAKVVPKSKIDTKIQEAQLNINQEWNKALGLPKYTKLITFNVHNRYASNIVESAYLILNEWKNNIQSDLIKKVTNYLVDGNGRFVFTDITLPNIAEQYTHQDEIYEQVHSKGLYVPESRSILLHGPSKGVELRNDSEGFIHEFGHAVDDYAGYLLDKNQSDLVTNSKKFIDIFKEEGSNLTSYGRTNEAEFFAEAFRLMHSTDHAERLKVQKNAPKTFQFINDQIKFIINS
BoNT-A LC inh2: BoNT A light chain protease inhibition | AID 588499 | 0.17% of 360,000 active | multiplex microsphere protease substrate cleavage, flow cytometry | inhibition, % at 10 µM; note: plate controls were buffer without enzyme for full effect and enzyme alone for no effect
3CLpro inhibitor: SARS-CoV 3CLpro protease inhibition; recombinant SARS-CoV 3CLpro, quenched FRET peptide cleavage; inhibition, % at 6 µM; P0C6X7; 0.14% of 290,000 active; in the data active = inhibition above about 12%
PfHsp40 rescue: compounds rescuing yeast from Plasmodium falciparum HSP40 toxicity; S. cerevisiae expressing PfHsp40, growth rescue, ATP luminescence; growth rescue, % at 12.5 µM; 0.68% of 340,000 active; in the data active = growth rescue above about 28%, passing the limit was not always enough; inconclusive = no clear call, values can overlap the other calls;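 note: yeast W303a lacking pdr1 and pdr3 grown in galactose medium; growth measured after three days at 30 °C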
CCHF vOTU inh: CCHFV vOTU protease inhibition | Pep-AMC fluorescence | inhibition, % at 11.5 µM | 0.55% of 370,000 active | AID 651958; in the data active = inhibition above about 30%; note: 0% = vehicle wells with enzyme and 100% = no enzyme wells
* marks the source's active call; other numbers are inactive results; i = inactive; ? = inconclusive; / = no result given. Cut-off read from the data, not from the text of the source, unless noted: active = inhibition above about 30%; inconclusive = no clear call, values can overlap the other calls; inactive = below that. A portion of the library; rates above refer to the full screens.

SMILES | PriA SSB inh | DUSP3 inh | TcdB inh | Yp Topo-I inh | Vc quorum ag | Anthrax LF prot | BoNT-A LC inh2 | 3CLpro inhibitor | PfHsp40 rescue | CCHF vOTU inh
O=C(O)CC1(CC(=O)Nc2cc3ccccc3cn2)CCCCC1 | -8 | 10 | 0.0 | 2 | -0.7 | ? | -8.0 | 0 | / | -6
CCCCNC(=O)CN(c1cc(C(F)(F)F)ccc1Cl)S(C)(=O)=O | -9 | -2 | / | -5 | -0.5 | -1 | -0.7 | 6 | 9.1 | -4
COc1ccc(-c2cc(NC=O)c3ncc(-c4cccc(C(F)(F)F)c4)n3c2)c(OC)c1 | / | / | 1.3 | 21 | 5.0 | 1 | 0.2 | / | / | -20
C/C(=N\NC(=O)CC(C)C)c1c(C(F)(F)F)[nH]n(-c2nc3ccccc3s2)c1=O | / | -4 | 2.0 | 11 | -0.6 | -4 | -0.9 | 1 | 0.3 | 10
COc1cc(C(=O)OCC(=O)NC(=O)C2CCCCC2)ccc1OC(F)F | -7 | 9 | 1.1 | 4 | -0.5 | -1 | -0.6 | 2 | 2.3 | -10
CCCn1nc(C(=O)Nc2ccc(N3CCOCC3)cc2)c2ccccc2c1=O | 5 | / | -0.7 | 7 | -0.4 | 0 | -0.1 | / | -1.0 | 1
Cc1c(NC(=O)NC(C)N2C(=O)C3C4C=CC(C4)C3C2=O)c(=O)n(-c2ccccc2)n1C (stereo not given) | -7 | 15 | / | 6 | 5.3 | -6 | -0.5 | -1 | 0.3 | -2
O=C(Nc1ncc(Cc2ccccc2Cl)s1)C1=NCCN1 | 5 | 12 | 0.9 | -8 | -0.2 | -1 | -0.6 | 4 | -0.4 | 4
CCOc1ccc(N=Nc2c(=O)[nH]n3c(C)cc(C)nc23)cc1 | 3 | 1 | 1.1 | 6 | -0.3 | 2 | -0.4 | 5 | -0.6 | 7
Oc1cccc(/C=N/NP(=S)(c2ccccc2)c2ccccc2)c1 | / | -4 | / | 3 | -0.4 | ? | ? | 5 | -0.6 | 8
COCCn1c(N)c(N(Cc2ccccc2)C(=O)C(C)Oc2ccc(Br)cc2)c(=O)[nH]c1=O (stereo not given) | / | / | 0.4 | -4 | -0.5 | 1 | -0.2 | / | / | -6
O=[N+]([O-])c1ccc(CN2C=NS(=O)(=O)c3ccccc32)cc1 | -3 | 10 | 5.2 | 0 | 2.6 | -2 | -0.6 | -7 | -0.4 | -1
CCOC(=O)c1c(S(=O)(=O)NCc2ccco2)c(C)n(C)c1C | -5 | 29 | 1.1 | 8 | 3.1 | -1 | 0.4 | 1 | 1.6 | 11
CC1C(=O)N2CCCc3cc(NC(=O)C(=O)NCc4ccccn4)cc1c32 (stereo not given) | -3 | / | 2.4 | 4 | -0.3 | / | / | / | -1.1 | 5
CCN(CC)S(=O)(=O)c1cc(NC(=O)C(C)N(C)CC(=O)Nc2c(C)cccc2C)ccc1C (stereo not given) | 1 | -4 | / | 25 | -0.7 | -6 | -1.7 | -2 | 15 | 5
Cc1cccc2sc(NC(=O)CSc3nnnn3C)nc12 | -14 | 19 | -1.8 | 3 | i | 1 | -0.4 | 2 | 0.8 | -18
N#C/C(=C\c1cn(CCOc2ccccc2)c2ccccc12)C(=O)NCc1ccco1 | 5 | 2 | / | -1 | -0.7 | -6 | -1.0 | -3 | 0.9 | -9
O=C(O)C1CCCCC1C(=O)NCCc1ccncc1 (stereo not given) | -5 | 11 | / | 11 | -0.4 | 0 | 0.3 | -3 | -0.5 | 2
Cc1ccc(OCC(O)CN2CCCC2)cc1 (stereo not given) | 2 | -8 | 0.8 | 2 | i | 1 | 0.5 | -1 | 0.7 | -6
O=[N+]([O-])c1nn(-c2ccccc2)[n+]([O-])c1N1CCN(c2ccccc2F)CC1 | 15 | 8 | 1.3 | -9 | 0.1 | -2 | 0.3 | -2 | -0.5 | 15
Cc1nc2sc(C(c3ccco3)N3CCOCC3)c(O)n2n1 (stereo not given) | -2 | 18 | / | -8 | -8.3 | -1 | -0.2 | 2 | -0.6 | 0
COC(=O)C1=C(c2ccc(Cl)c(C(F)(F)F)c2)C[C@@H]2CC[C@H]1N2C(=O)N1CCC(O)(c2ccc(Cl)cc2)CC1 | -11 | / | -0.2 | 18 | i | -3 | 0.3 | / | 6.5 | 11
COC(=O)C(O)(CC(=O)Nc1cc(OC)c(OC)c(OC)c1)C(F)(F)F (stereo not given) | -1 | 9 | / | 1 | -0.4 | 2 | -1.2 | 0 | -1.2 | 11
O=C(COC(=O)c1cccc(F)c1)NC(=O)NCc1ccccc1 | -6 | / | 1.5 | 14 | -1.2 | 2 | -2.6 | / | 1.6 | -8
COc1cccc(/C=C2/C(=O)NN(c3ccc(C)c(C)c3)C2=O)c1 | -1 | 5 | 0.0 | -7 | -0.6 | 8 | ? | 0 | 2.1 | 12
CCc1ccc(-c2cc(C)no2)cc1S(=O)(=O)Nc1ccc(Cl)cn1 | -5 | 14 | -0.8 | -1 | -0.1 | 4 | 1.1 | 7 | -0.4 | 7
Cc1cc(C)c(-n2nnnc2SC(C)C)c(C)c1 | -16 | -4 | 0.1 | 1 | -0.4 | -1 | 0.2 | 4 | -0.2 | -1
COc1cccc(NC(=O)CN(C)C(=O)c2cc(-c3cccc(Br)c3)nc3ccccc23)c1 | 9 | / | 0.1 | 14 | -0.6 | / | / | / | 0.1 | -5
CNc1c(NS(=O)(=O)c2cc(NC(C)=O)ccc2C)c(=O)oc2ccccc12 | -1 | 12 | 0.4 | -3 | i | 1 | -0.9 | 5 | -0.8 | 0
c1ccc(-c2nc(N3CCOCC3)sc2-c2ccccc2)cc1 | -18 | 1 | -0.3 | 36 | -0.3 | 6 | -2.2 | 3 | -0.3 | -1
CCC1Oc2ccc(C)cc2N(CC(=O)NC2CCCCC2)C1=O (stereo not given) | -13 | 12 | 1.1 | 1 | -0.4 | -1 | 0.9 | -5 | -0.7 | -1
CCc1nnc(NC(=O)c2ccc(-c3ccc(Cl)cc3)o2)s1 | -2 | 21 | / | -12 | i | 0 | -0.1 | 1 | -1.0 | 11
O=C(NC1CCCCCC1)c1cc(S(=O)(=O)N2CCCCC2)ccc1N1CCOCC1 | -1 | 8 | 1.0 | 26 | -0.6 | -2 | -0.9 | -1 | 1.2 | -12
CCN(CC)S(=O)(=O)c1cccc(-c2n[nH]c(=S)n2/N=C/c2ccc(Br)cc2)c1 | / | -13 | / | 5 | 3.6 | 0 | -0.1 | -1 | 0.1 | 20
COc1ccc(C(=O)O)cc1S(=O)(=O)N1CCN(c2ccccn2)CC1 | 3 | -40 | -0.5 | 2 | -1.0 | -3 | -0.4 | 2 | 0.4 | -4
O=C(NNS(=O)(=O)c1c(F)cc(F)c(Cl)c1F)C12CC3CC(CC(C3)C1)C2 | / | / | -1.2 | -1 | i | -3 | -0.3 | / | / | -10
CC(=O)c1cccc(NC(=O)C(C)OC(=O)Cc2n[nH]c(=O)c3ccccc23)c1 (stereo not given) | 10 | 22 | -0.1 | 8 | i | 1 | 0.0 | 3 | -1.7 | -10
CC1CCOC2(O1)C(=O)Nc1ccccc12 (stereo not given) | -15 | 43 | 0.5 | -15 | -0.5 | -2 | 0.0 | -3 | -0.7 | 8
COc1ccc(N=C2SC(CC(=O)Nc3ccccc3)C(=O)N2CC2CCCO2)cc1 (stereo not given) | -4 | -10 | / | 0 | 1.0 | -3 | -0.1 | 1 | 6.7 | 2
Cc1cc(OCCCC(=O)NCc2cccs2)ccc1Cl | -21 | -7 | 0.1 | 18 | -5.6 | 1 | -0.8 | 2 | 0.9 | 8
O=C(C#Cc1ccccc1)Nc1ccccc1F | -12 | 26 | 1.8 | 7 | -3.2 | 3 | -4.4 | 1 | -2.0 | 1
CCS(=O)(=O)NCc1ccc2c(c1)cc(C)n2C | 10 | 2 | 2.6 | 2 | -0.2 | -72 | 10 | -10 | -0.3 | -4
COc1ccc(C2CC(=O)C(C=NCCCO)=C(O)C2)cc1 (stereo not given) | -6 | 2 | -2.1 | 3 | 0.3 | 9 | 1.4 | 0 | -0.5 | 6
CCCC(=O)Nc1nnc(S(=O)(=O)N2CCCCCC2)s1 | 4 | 13 | 1.2 | 2 | -0.2 | 0 | 0.5 | 7 | -1.2 | -2
CC(=O)Cn1cnc2c(sc3nc(C)cc(C)c32)c1=O | -11 | 0 | 0.9 | -12 | i | 15 | 0.0 | -2 | -0.3 | -4
CCC[C@@H]1C=C(C(=O)OCC)[C@H](c2ccccc2)N1S(=O)(=O)c1ccc(C)cc1 | / | / | 1.0 | / | / | -7 | 0.7 | / | / | 2
CSCCC(NC(=O)c1ccco1)C(=O)O (stereo not given) | -2 | 13 | / | -3 | 0.1 | -3 | -0.5 | 1 | 0.1 | -6
CC(C)N(C(=O)COC(=O)CNC(=O)c1ccc(Br)cc1)c1ccccc1 | -5 | 37 | 1.0 | 21 | -0.4 | -1 | 0.1 | 4 | 0.3 | 2
CC(C)C[C@H]1CNC(=S)N1C[C@H]1CCCN1C[C@H](Cc1ccc(O)cc1)N1C[C@H](Cc2ccccc2)N(CCc2ccccc2)C1=S | / | / | 0.1 | / | / | -2 | -0.2 | / | / | 17
COCCCn1c(C(=O)N2CCOCC2)cc2c(=O)n3cccc(C)c3nc21 | -18 | 10 | 0.8 | 12 | -0.4 | -1 | 2.7 | -6 | -0.4 | -69
Cn1c(C(=O)Nc2ccc3c(c2)OCCO3)cc2c(=O)n(C)c3ccccc3c21 | -1 | -9 | -10 | 32 | -0.4 | -6 | -1.0 | -10 | 1.9 | -1
Cc1ccc(NC(=O)CN2CCCCCC2)c(Br)c1 | -14 | 4 | / | 12 | i | -2 | -2.9 | 4 | -0.3 | -6
CCOc1ccc(N=Cc2c(O)n(CCc3ccc(OC)c(OC)c3)c(=O)[nH]c2=O)cc1 | -7 | 12 | 1.1 | 2 | -0.4 | 6 | 2.8 | 1 | -1.1 | 4

Part of the list above in order of number of heavy atoms, falling:
SMILES | PriA SSB inh | DUSP3 inh | TcdB inh | Yp Topo-I inh | Vc quorum ag | Anthrax LF prot | BoNT-A LC inh2 | 3CLpro inhibitor | PfHsp40 rescue | CCHF vOTU inh
CC(C)C[C@H]1CNC(=S)N1C[C@H]1CCCN1C[C@H](Cc1ccc(O)cc1)N1C[C@H](Cc2ccccc2)N(CCc2ccccc2)C1=S | / | / | 0.1 | / | / | -2 | -0.2 | / | / | 17
CCC[C@@H]1C=C(C(=O)OCC)[C@H](c2ccccc2)N1S(=O)(=O)c1ccc(C)cc1 | / | / | 1.0 | / | / | -7 | 0.7 | / | / | 2
CC(C)N(C(=O)COC(=O)CNC(=O)c1ccc(Br)cc1)c1ccccc1 | -5 | 37 | 1.0 | 21 | -0.4 | -1 | 0.1 | 4 | 0.3 | 2
COc1ccc(C2CC(=O)C(C=NCCCO)=C(O)C2)cc1 (stereo not given) | -6 | 2 | -2.1 | 3 | 0.3 | 9 | 1.4 | 0 | -0.5 | 6
CCCC(=O)Nc1nnc(S(=O)(=O)N2CCCCCC2)s1 | 4 | 13 | 1.2 | 2 | -0.2 | 0 | 0.5 | 7 | -1.2 | -2
Cc1ccc(NC(=O)CN2CCCCCC2)c(Br)c1 | -14 | 4 | / | 12 | i | -2 | -2.9 | 4 | -0.3 | -6
O=C(C#Cc1ccccc1)Nc1ccccc1F | -12 | 26 | 1.8 | 7 | -3.2 | 3 | -4.4 | 1 | -2.0 | 1
